# AmpC no deterg: qHTS Inhibitors of AmpC Beta-Lactamase (assay without detergent) | Potency, µM (series often up to 57.1 µM), for inactives: top-dose activity change, negative = inhibition, actives largely listed as inhibitors | hit rate 0.52% among 330,000 | AmpC nitrocefin hydrolysis, absorbance 480 nm, 0.0001% Triton | P00811;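 also: potency is read from the fitted curve at half-maximal effect; plate controls were no compound for no effect and no enzyme for full effect; nearly all actives have a fitted effect of over 20% in size; some results filed as inactive show a strong effect at the top dose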
# Target sequence (P00811 whole entry, looked up): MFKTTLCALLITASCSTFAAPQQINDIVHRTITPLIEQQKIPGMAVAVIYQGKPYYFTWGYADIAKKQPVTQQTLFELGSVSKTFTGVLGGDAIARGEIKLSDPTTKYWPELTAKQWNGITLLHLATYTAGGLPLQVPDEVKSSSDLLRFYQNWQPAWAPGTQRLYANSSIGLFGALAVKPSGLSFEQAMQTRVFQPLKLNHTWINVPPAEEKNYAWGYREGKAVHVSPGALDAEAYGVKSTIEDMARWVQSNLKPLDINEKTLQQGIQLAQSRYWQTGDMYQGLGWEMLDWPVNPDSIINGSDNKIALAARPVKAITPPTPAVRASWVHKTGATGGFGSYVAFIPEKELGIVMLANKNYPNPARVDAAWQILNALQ
#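 20 mM phosphate pH 7.0 + 0.01% (detergent screen) or 0.0001% Triton X-100; 5.3 nM AmpC reagent; cpd preinc 15 min RT; nitrocefin (800 uM stock) to start; A480 q20 s × 4 min; Activity was normalised to no-enzyme and no-compound control wells.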
# HCMV antiviral: qHTS Assay for inhibitors of the human cytomegalovirus (HCMV); hit rate 4.5% among 410,000; HFF cells, HCMV-luciferase reporter, 72 h; hits give low values; activity change, negative = inhibition, % at 57.5 µM; AID 1259415, 2018; in the data active = activity change below about -60%; inconclusive = no clear call, values can overlap the other calls; inactive = above about -39%
#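 HFF cells seeded 16 h at 37C, treated with compounds, infected with luciferase-reporter HCMV at MOI 1 PFU/cell; luciferase read at 72 h post infection, normalized to buffer-only and Salinomycin controls.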
# Sm TGR block: qHTS Assay for the Inhibitors of Schistosoma Mansoni Peroxiredoxins; Schistosoma mansoni thioredoxin glutathione reductase (TGR), Q962Y6; purified TGR, DTNB reduction, TNB absorbance 405 nm; Potency, µM (series often up to 114 µM), for the others: at the top dose activity change, negative = inhibition, most hits filed as inhibitors; hit rate 3% among 360,000; also: potency is read from the fitted curve at half-maximal effect; nearly all actives have a fitted effect of over 60% in size
#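 TGR 20 nM + NADPH 100 uM (dispensed conc.), cpd preinc 15 min RT; start with NADPH (500 uM addition) then DTNB (15 mM addition). Kinetic TNB absorbance, 405 nm filter. Four-parameter Hill fit across titration.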
# Tb PYK inh: qHTS of Trypanosoma Brucei Inhibitors; pyruvate kinase (Trypanosoma brucei), Q57TT1; AID 624173, 2012; Potency, µM (highest dose often 76.8 µM), inactives show at the top dose activity, negative = inhibition, actives largely listed as inhibitors; hit rate 0.12% among 410,000; TbPYK enzyme, Kinase-Glo Plus ATP luminescence, 45 min; also: potency is read from the fitted curve at half-maximal effect; nearly all actives have a fitted effect of over 50% in size
#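 Enzyme and substrate buffer are dispensed first and compound is pin-transferred. ADP at 130 uM final then starts the reaction, which runs 45 min at room temperature. Detection reagent is added for 10 min before luminescence is imaged.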
# LmPK inh: qHTS Assay for Inhibitors of Leishmania Mexicana Pyruvate Kinase (LmPK); Potency, µM (doses to about 57.5 µM), for the others: top-dose activity change, negative = inhibition, actives largely listed as inhibitors; purified LmPK, Kinase-Glo ATP luminescence, 1 h; hit rate 0.37% among 290,000; Q27686; also: potency is read from the fitted curve at half-maximal effect
# Target sequence (Q27686 whole entry, looked up): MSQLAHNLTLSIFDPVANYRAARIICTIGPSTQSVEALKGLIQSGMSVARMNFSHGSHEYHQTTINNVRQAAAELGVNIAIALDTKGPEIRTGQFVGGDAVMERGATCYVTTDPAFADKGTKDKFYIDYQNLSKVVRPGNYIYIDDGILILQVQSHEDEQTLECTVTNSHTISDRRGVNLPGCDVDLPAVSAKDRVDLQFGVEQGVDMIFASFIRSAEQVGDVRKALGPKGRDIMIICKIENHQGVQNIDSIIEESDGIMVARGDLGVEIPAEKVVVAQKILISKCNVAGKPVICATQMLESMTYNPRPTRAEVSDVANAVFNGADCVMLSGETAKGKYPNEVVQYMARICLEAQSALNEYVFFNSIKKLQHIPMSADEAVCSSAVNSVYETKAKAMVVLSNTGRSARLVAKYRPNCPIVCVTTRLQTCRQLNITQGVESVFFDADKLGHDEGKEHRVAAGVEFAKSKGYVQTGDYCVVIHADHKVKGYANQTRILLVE
#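 Pyruvate kinase activity monitored as ATP production (luciferase luminescence). Conditions: 0.1 nM enzyme, 0.5 mM PEP, 0.1 mM ADP, 1 h, RT; normalized against uninhibited and no-enzyme wells.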
# AmpC inh detg: qHTS Inhibitors of AmpC Beta-Lactamase (assay with detergent); AmpC hydrolysis of nitrocefin, absorbance 480 nm, 0.01% Triton; P00811; AID 485294, 2010; Potency, µM (series often up to 114 µM), for inactives: top-dose activity change, negative = inhibition, usual class: inhibitors; hit rate 0.041% among 370,000;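 also: potency is read from the fitted curve at half-maximal effect; 0% = no-compound wells and -100% = no-enzyme wells; nearly all actives have a fitted effect of over 25% in size; some results filed as inactive show a strong effect at the top dose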
#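 AmpC (5.3 nM in the dispensed reagent) in 20 mM phosphate pH 7.0 with 0.01% (detergent screen) or 0.0001% Triton X-100 was preincubated with compounds for 15 min at room temperature. Nitrocefin was then added from an 800 uM solution, and hydrolysis was followed at 480 nm.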
# AMA1 RON2 block: qHTS for Inhibitors of AMA1-RON; Towards Development of Antimalarial Drug Lead: Primary Screen; Plasmodium falciparum AMA1 (3D7) - RON2 peptide interaction; AlphaScreen AMA1-biotinylated RON2 peptide binding; Potency, µM (top dose mostly 58.2 µM), for the others: at the highest dose activity change, negative = inhibition, hits mostly inhibitors; hit rate 0.2% among 360,000;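 also: potency is read from the fitted curve at half-maximal effect; 0% = vehicle wells and -100% = peptide control; nearly all actives have a fitted effect of over 45% in size; some results filed as inactive show a strong effect at the top dose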
#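 AMA1 (3D7) with his tag at 25 nM final met compounds first, then biotinylated RON2 peptide at 25 nM; detection used donor plus acceptor beads, 10 µg/mL apiece, read by AlphaScreen after 30 min at room temperature.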
# An asterisk follows results filed as active; ? = inconclusive; / = not tested or not shown; & = joins results of further samples; [ ] = remark or other dose. Unless noted, calls follow the shape of the dose curve; as a rule, active = well fitted curve in the direction sought with a large enough effect; inconclusive = small, poorly fitted or top-dose-only effect, or another doubt; inactive = no such curve, though single readings can be large; an effect the other way counts as inactive or inconclusive. Unless noted, % is scaled to controls: 0 for no effect and ±100 for the full control effect.
# Below each SMILES – AmpC no deterg	HCMV antiviral	Sm TGR block	Tb PYK inh	LmPK inh	AmpC inh detg	AMA1 RON2 block
> O=C(NC1CCCN(Cc2ccccc2F)C1)c1cccc(N2CCCC2=O)c1 (centres undefined)
→ 4.7%	-16.0	1.5%	-5.3%	-0.5%	-0.6%	-0.6%
> O=C(NCCc1ccc(Cl)cc1)C1(c2ccccc2)CC1
→ 47.7%	-8.4	-5.5%	-2.1%	-7.7%	5.6%	-1.6%
> c1ccc(C2=NCCCO2)cc1
→ /	-18.9	/	-5.7%	/	/	-2.4%
> O=C(Cc1ccccc1F)Nc1ccc(S(=O)(=O)N2CCCCC2)cc1
→ -39.4%	-1.2	0.8%	4.1%	-12.0%	3.1%	7.6%
> O=C1CC(c2ccc(F)cc2F)c2cc3c(cc2N1)OCO3 (centres undefined)
→ /	-1.6	3.1%	-17.8%	/	-6.5%	/
> O=C(NCc1ccccc1Cl)c1cc(-c2ccccc2)n[nH]1
→ /	12.6	4.0%	-2.5%	/	-0.1%	/
> Cc1ccc(Cl)c(Cn2cnc3c(cnn3C(C)(C)C)c2=O)c1F
→ 3.6%	34.9	?	3.6%	/	6.5%	/
> CS(=O)(=O)c1ccc(Cl)c(NC(=O)COC(=O)CCN2C(=O)C3CC=CCC3C2=O)c1 (centres undefined)
→ /	8.0	/	0.0%	/	/	11.2%
> O=c1oc2ccccc2c(Nc2ccc3ncccc3c2)c1[N+](=O)[O-]
→ 0.8%	33.1	7.1%	-9.4%	3.4%	-7.0%	6.1%
> CCN(CC)c1ncc(C#N)c(N)n1
→ -14.3%	3.5	19.6%	-3.5%	0.0%	-1.8%	10.3%

# In the list so far, these have a carbonyl joined to an NH by a bond outside any ring.
# Below each SMILES – AmpC no deterg	HCMV antiviral	Sm TGR block	Tb PYK inh	LmPK inh	AmpC inh detg	AMA1 RON2 block
> O=C(NC1CCCN(Cc2ccccc2F)C1)c1cccc(N2CCCC2=O)c1 (centres undefined)
→ 4.7%	-16.0	1.5%	-5.3%	-0.5%	-0.6%	-0.6%
> O=C(NCCc1ccc(Cl)cc1)C1(c2ccccc2)CC1
→ 47.7%	-8.4	-5.5%	-2.1%	-7.7%	5.6%	-1.6%
> O=C(Cc1ccccc1F)Nc1ccc(S(=O)(=O)N2CCCCC2)cc1
→ -39.4%	-1.2	0.8%	4.1%	-12.0%	3.1%	7.6%
> O=C(NCc1ccccc1Cl)c1cc(-c2ccccc2)n[nH]1
→ /	12.6	4.0%	-2.5%	/	-0.1%	/
> CS(=O)(=O)c1ccc(Cl)c(NC(=O)COC(=O)CCN2C(=O)C3CC=CCC3C2=O)c1 (centres undefined)
→ /	8.0	/	0.0%	/	/	11.2%

# Following part.
# Below each SMILES – AmpC no deterg	HCMV antiviral	Sm TGR block	Tb PYK inh	LmPK inh	AmpC inh detg	AMA1 RON2 block
> CCC(C)[C@H](NC(=O)C1CCN(C(=O)[C@H](Cc2ccccc2)NS(=O)(=O)c2ccc(C)cc2)CC1)C(=O)O (some centres undefined)
→ -6.9%	13.3	20.9%	1.8%	-2.3%	4.9%	10.1%
> Cc1cc2ccccc2n1CCNC(=O)C(C)Oc1ccccc1 (centres undefined)
→ 21.5%	6.4	-5.0%	-1.8%	-1.5%	-10.1%	-3.7%
> COc1cc(/C=N/n2cc(-c3ccccc3)[nH]c2=S)cc(OC)c1O
→ -32.3%	14.3	2.9%	1.12µM*	2.51µM*	-7.6%	67.4%[activator]
> Cc1nc(NC(=O)CN(C)S(=O)(=O)c2ccc(Br)cc2)sc1C
→ -21.0%	21.7	-0.5%	2.3%	6.7%	-1.7%	5.2%
> Cc1ccc(NC(=O)Nc2cnccn2)cc1Cl
→ -31.2%	-17.9	-1.7%	2.7%	-1.4%	-3.7%	3.5%
> CCCCOCCCNC(=O)c1ccccc1OCC
→ -5.9%	?	8.0%	-1.8%	2.8%	4.4%	0.8%
> Cc1cc(=O)oc2ccc(OC(=O)CN3C(=O)c4cccc([N+](=O)[O-])c4C3=O)cc12
→ -29.1%	86.5	-12.6%	-8.4%	0.7%	-20.5%	-25.2%
> CCN(CC)c1ccc(C(=O)Nn2c(C)nc3ccccc3c2=O)cc1
→ -20.7%	-8.3	-12.8%	-3.6%	3.4%	-13.8%	-4.4%
> Cn1ncc(Cl)c1C(=O)Nc1sc2c(c1C(N)=O)CCC2
→ -18.7%	22.6	?	-12.7%	0.7%	-0.4%	-10.1%
> CSc1ccccc1NC(=O)c1ccccc1N(Cc1ccccc1)S(C)(=O)=O
→ -2.4%	58.6	0.0%	-9.9%	0.8%	-7.9%	-0.4%
> O=C(CSc1ncccn1)NC1CCCC1
→ /	-38.0	/	2.8%	/	/	0.0%
> CC1CC(C)(C)N(C(=O)NC2CCCCC2)c2ccccc21 (centres undefined)
→ -19.0%	-19.9	6.5%	-5.8%	0.3%	-0.1%	-17.7%
> CCOC(=O)[C@]12CCC=C1N(Cc1cccc3ccccc13)C(=O)[C@H](CC(=O)N1CCN(C(=O)c3ccco3)CC1)C2
→ /	22.8	/	4.2%	/	/	-15.2%
> CC1(C(=O)NC2CCCCC2)CCC(=O)N1C1CCN(Cc2ccccc2)CC1 (centres undefined)
→ /	-10.7	/	-5.2%	/	/	16.4%
> CCOc1cc(/C=C2/NC(=O)NC2=O)cc([N+](=O)[O-])c1O
→ -13.0%	-38.4	/	-12.7%	-7.4%	2.2%	-10.3%
> COC(=O)c1ccc(NC(=O)CSc2ccc(-c3sc(-c4ccccc4)nc3C)nn2)cc1
→ /	?	-10.3%	0.3%	/	-0.9%	/
> Cc1ccc(SCC(=O)NNC(=O)CCS(=O)(=O)c2ccc(C)cc2)cc1
→ -13.4%	1.8	/	-9.7%	/	/	75.3%[activator]
> Cc1cc(C)nc(NS(=O)(=O)c2cccs2)c1
→ -11.6%	16.8	3.2%	-6.4%	-2.3%	2.5%	10.1%
> Cc1nc2ccc(C(=O)Nc3ccc(N(C)C)cc3)cc2s1
→ /	17.5	/	-10.5%	/	/	-25.9%
> COc1ccccc1NC(=O)c1c(-c2ccc(C)cc2)nnc2ccccc12
→ /	0.0	-9.4%	5.4%[15.4 µM]	/	-0.2%	/
> CN(C)CCN1C(=O)C(=O)/C(=C(/O)c2ccc(S(=O)(=O)N3CCOCC3)cc2)C1c1ccc(F)cc1 (centres undefined)
→ -5.2%	6.2	-24.5%	3.7%	-8.4%	4.2%	26.4%
> CCOc1cccc(N2C(=O)CC(N(CCc3ccc(OC)c(OC)c3)C(=O)CC)C2=O)c1 (centres undefined)
→ 61.7%&32.0%[activator]	1.8	-22.7%&-0.3%	0.0%	-0.5%&6.0%	0.9%&-7.5%	-10.9%
> CCn1nc(C)c(CNC(=O)CC2C(=O)NCCN2CC(C)(C)C)c1C (centres undefined)
→ -0.7%	-16.1	-3.9%	-7.9%	2.7%	0.9%	-3.8%
> Cc1[nH]c2ccccc2c1/C=N/Nc1ccccn1
→ -11.8%	-13.9	-13.7%	/	1.5%	3.5%	/
> COC(=O)[C@]1(C)N[C@H](CN(C)S(=O)(=O)c2ccc(OC(F)(F)F)cc2)[C@@H]2C(=O)N(Cc3ccccc3)C(=O)[C@@H]21
→ 340.5%[activator]	-20.8	/	3.5%	/	/	-0.1%
> CC(=O)c1cccc(OCc2cc(C(=O)N(C)C(C)c3ccccn3)no2)c1 (centres undefined)
→ -1.4%	-17.4	?	-4.0%	0.4%	-4.1%	18.4%
> O=C(Nc1ccc(NC(=O)C2CC2)nc1)c1ccccn1
→ -10.0%	30.4	1.0%	-26.9%	14.1µM*	-13.9%	72.9%[activator]
> CCCOc1ccccc1-n1sc2c(c1=S)-c1cc(OC)cc3c1N(C(=O)C3=O)C2(C)C
→ -15.1%	-7.3	-0.3%	0.8%	2.4%	-10.9%	2.82µM*
> Cc1ccccc1OCC(=O)Nc1cccc(C(=O)O)c1
→ 2.5%[2.29 µM]	-19.5	2.1%	-5.3%	-10.3%	-12.3%	-1.8%
> CCN(C(=O)COC(=O)C(c1ccccc1)c1ccccc1)c1c(N)n(Cc2ccccc2)c(=O)[nH]c1=O
→ /	-3.6	/	0.0%	/	/	-1.1%
> COC(=O)c1sccc1NC(=O)CN1CCN(c2ccc(F)cc2)CC1
→ 85.6%[activator]	4.8	-35.7%	-4.9%	1.8%	?	-24.2%
> COc1cccc(C(=O)COC(=O)CCC(=O)c2ccccc2)c1
→ -13.3%	-18.1	-1.3%	-7.4%	-1.4%	-1.2%	-0.1%
> O=c1ccc2c(ccc3ncccc32)o1
→ /	-16.9	/	1.8%	/	/	-10.2%
> O=C(CC1COc2ccccc2O1)NCc1ccccc1 (centres undefined)
→ -18.9%	-4.6	-7.9%	-2.3%	2.3%	-6.4%	-4.4%
> CC(C)C(c1nnnn1C1CCCCC1)N1CCc2ccccc21 (centres undefined)
→ -5.3%	12.4	-12.9%	0.2%	0.1%	?	-3.7%
> CN(C)c1ccc(-c2csc(C(C)(O)c3ccc(F)c(F)c3)n2)cc1 (centres undefined)
→ /	-63.8*	/	-2.7%	/	/	20µM*
> COC(=O)c1c(C)[nH]c(O)c1C=Nc1ccc(Oc2ccccc2)cc1
→ -23.5%	-65.3*	-3.4%	-0.4%	-2.7%	8.4%	-12.8%
> COc1ccc(C(=O)Nc2nc3c(s2)CCc2cc(OC)ccc2-3)cc1
→ /	-32.7	-4.5%	-12.2%	/	12.8%	/
> CSc1ccccc1COC(=O)Nc1ccccc1C
→ -17.5%	?	-2.2%	0.6%	0.3%	?	1.9%
> COc1ccc(-c2[nH]ncc2/C=N/NC(=O)c2cc(Br)ccc2O)c(OC)c1
→ -7.5%	-22.0	-11.6%	-13.2%	3.3%	-7.8%	103.9%[activator]
> Cc1ccc(Cl)cc1N1CCN(Cc2nc3c(c(=O)[nH]c(=O)n3C)n2CCc2ccccc2)CC1
→ -3.6%	?	0.3%	-2.4%	0.5%	?	3.1%
> COc1ccc(C(=O)OCC(=O)Nc2cc(C)c(C)cc2[N+](=O)[O-])cc1
→ -3.7%	-23.5	2.4%	-2.4%	-1.5%	3.2%	-0.3%
> COc1ccc(-c2noc(CSc3nnc(C)n3-c3ccc(C)c(C)c3)n2)c(OC)c1
→ /	-1.4	-12.8%	2.9%	/	19.3%	/

# Screening data deposited in PubChem by National Center for Advancing Translational Sciences (NCATS).
